# TRPC4 block = inhibitors of mouse TRPC4 channel; HEK293 TRPC4beta/mu-opioid, DAMGO-evoked Fluo4 calcium flux; active compounds read low; B-score at 10 µM; Q9QUQ5; AID 2247; 300,000 tested, 0.39% active;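 active = B-score over 3 SD under the library average, no early fluorescence shift, positive overall ratio signal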
#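 Assay system: HEK293 cells with stable TRPC4beta plus mu-opioid receptor expression; Probe or stimulus: DAMGO in two steps, submaximal then maximal; Dosing: single-point compound dosing; Measured by: Fluo4 calcium-dye fluorescence, kinetic read; Read-out basis: B score from integrated Fluo4 fluorescence ratio.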
# SKKanGAS inh = inhibitors of SKKanGAS S. pyogenes growth in kanamycin (SK-promoter or general growth effect); BacTiter-Glo, 6 h; inhibition, % at 7.5 µM; 300,000 tested, 1.3% active;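 active = mean replicate score, as percent of positive control median, at least 50; inconclusive = mean below 50 but one replicate at or above 50; inactive = mean and every replicate below 50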;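 also: strain carries kanamycin resistance gene driven by streptokinase promoter and grows in 40 µg/ml kanamycin; loss of luminescence reflects streptokinase promoter inhibition or plain growth inhibition; 0% = median of DMSO wells and 100% = positive control at its reference dose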
# Platelet DG rel = platelet dense granule release activity. human platelet-rich plasma, SFLLRN dense granule ATP release, luminescence. inhibition, %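 (compounds screened at 7.5 µM in platelet-rich plasma)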. AID 1663. 300,000 tested, 0.22% active;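 active = mean replicate score, as percent of positive control, at or above 50; inconclusive = mean below 50 but at least one replicate at or above 50; inactive = mean and every replicate below 50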
# MrgX1 antagonist = human MrgX1 receptor antagonism, primary screen; MRGX1-HEK293 calcium flux, Fluo-4, BAM8-22 antagonism; active compounds read low; Q96LB2; B-score at 10 µM; AID 588676; 310,000 tested, 1.3% active;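 active = calcium-response B-score plate-corrected more than 3 library SD below zero, starting fluorescence within 5 deviations, no agonist response on first addition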;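 also: peak minus trough fluorescence over baseline after final BAM8-22 challenge near maximal dose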
# Target sequence (Q96LB2 whole entry, looked up): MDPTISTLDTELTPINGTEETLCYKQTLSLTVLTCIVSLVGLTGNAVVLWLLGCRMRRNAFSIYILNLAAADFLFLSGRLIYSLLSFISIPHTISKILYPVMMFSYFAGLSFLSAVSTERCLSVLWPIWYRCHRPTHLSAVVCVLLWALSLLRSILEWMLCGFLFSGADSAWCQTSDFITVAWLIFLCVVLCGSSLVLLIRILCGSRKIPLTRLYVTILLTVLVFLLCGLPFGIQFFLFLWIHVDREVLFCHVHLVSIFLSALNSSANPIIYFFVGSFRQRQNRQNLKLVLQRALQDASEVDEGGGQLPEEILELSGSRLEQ
# HIF activator = HIF pathway transcriptional activation | AID 1910 | activation, % at 7.5 µM (by protocol) | 300,000 tested, 0.32% active | U2OS HRE-luciferase reporter, luminescence; normalized: DMSO 0%, desferrioxamine 100%;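 active = mean activation of at least 10% of the iron chelator positive control signal, with at least half of replicates also reaching 10%; inconclusive = mean and replicate majority disagree about reaching 10%; inactive = mean and most replicates under 10%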
# RGS4 pot = RGS4 potentiation or activation; 310,000 tested, 0.92% active; B-score at 10 µM; AID 463111; HEK293 M3R/inducible RGS4, carbachol calcium flux Fluo4; active compounds read low;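 active = B-score of the integrated calcium signal more than 4 SD below the library mean, with starting fluorescence not abnormally high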;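 also: negative B-score means reduced calcium response which marks RGS4 activation or potentiation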
#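 System: HEK293 FlpIn-TREx cells, stable M3R, doxycycline-inducible RGS4. Timing: overnight RGS4 induction, 30 min dye load 37 °C, 20 min compound RT. Also added: carbachol, ECmax concentration. Measured by: Fluo4 fluorescence kinetic imaging of calcium. Evaluation: integrated calcium ratio converted to B score.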
# RGS4 block = inhibitors of human RGS4; P49798; HEK293 M3R/RGS4 inducible, Fluo-4 calcium flux; active compounds read high; triggered by carbachol at its EC20; B-score at 10 µM; 310,000 tested, 0.45% active; AID 463165;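 active = B-score, a plate-corrected calcium signal, over three deviations above library mean, with baseline fluorescence within five deviations of library mean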;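 also: RGS4 expression induced by doxycycline in cells with stable M3 receptor; B-score is computed from the integrated fluorescence ratio over baseline after carbachol; higher B-score means a larger calcium signal and so more RGS4 inhibition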
# Target sequence (P49798 whole entry, looked up): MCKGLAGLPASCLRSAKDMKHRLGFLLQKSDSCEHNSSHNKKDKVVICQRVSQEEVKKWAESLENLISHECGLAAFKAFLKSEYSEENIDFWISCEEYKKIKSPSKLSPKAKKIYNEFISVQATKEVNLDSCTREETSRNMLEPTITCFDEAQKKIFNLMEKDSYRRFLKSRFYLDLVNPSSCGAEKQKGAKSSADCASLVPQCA
# TRPC6 inhibitor = inhibitors of mouse TRPC6 channel; Q61143; HEK293-TRPC6, membrane potential dye, ACh-evoked depolarization; active compounds read low; B-score at 10 µM; 310,000 tested, 1.1% active;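 active = B-score under library mean minus 3 SD, initial fluorescence not abnormally high, positive integrated signal ratio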;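 also: B-score derived from integrated fluorescence ratio over the kinetic read; more negative B-score means stronger inhibition of depolarization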
# MrgX1 agonist = agonists of human MrgX1 receptor. MrgX1-HEK293 cells, Fluo-4 calcium fluorescence, agonist mode; active compounds read high. B-score at 10 µM. 310,000 tested, 0.44% active;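 active = calcium response B-score plate-corrected fluorescence ratio at least 3 library SD, with starting fluorescence B-score inside 5 SD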
#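 System – MrgX1-expressing HEK293 cells · Incubation – cells plated overnight, dye loaded 0.5 h 37 °C, 0.5 h room temperature · Technique – kinetic Fluo-4 NW fluorescence of intracellular calcium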
# MrgX1 allo act = human MrgX1 positive allosteric modulation, primary screen; Q96LB2; B-score at 10 µM; 310,000 tested, 0.63% active; MrgX1-HEK293, Fluo-4 calcium flux, FDSS; active compounds read high; AID 588675;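 active = plate-corrected calcium response at least 3 library SD above typical, normal starting fluorescence, not activating the receptor alone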;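 also: compound read alongside a low EC10 to EC30 dose of BAM8-22 agonist; peak minus trough fluorescence over baseline measured at the second addition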
# TRPC6 act = activators of mouse TRPC6 channel; HEK293-TRPC6 membrane potential dye fluorescence; active compounds read high; Q61143; 310,000 tested, 0.13% active; B-score at 10 µM; AID 2550;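 active = B-score of the integrated fluorescence ratio above library mean plus 3 SD, and starting fluorescence ratio within library mean plus 5 SD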;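 also: higher score means more depolarization so channel activation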
# * = called active by the depositor; i = inactive; ? = inconclusive; . = not tested or not shown.
# Sample of the layout, 3 compounds:
SMILES,TRPC4 block,SKKanGAS inh,Platelet DG rel,MrgX1 antagonist,HIF activator,RGS4 pot,RGS4 block,TRPC6 inhibitor,MrgX1 agonist,MrgX1 allo act,TRPC6 act
Cc1sc2ncn(CC(=O)NCCCC(=O)N3CCCCC3)c(=O)c2c1C,i,25,0,i,-0.1,i,i,i,i,i,i
O=C(COc1ccc(-c2nnco2)cc1)N1CCN(S(=O)(=O)c2ccc3ccccc3c2)CC1,i,7,2,i,-0.2,i,i,i,i,i,i
CC(C)(C)C(=O)Nc1nc(-c2ccccc2)ns1,i,0,-11,i,1.1,i,i,i,i,i,i

# The listing, from the first entry:
SMILES,TRPC4 block,SKKanGAS inh,Platelet DG rel,MrgX1 antagonist,HIF activator,RGS4 pot,RGS4 block,TRPC6 inhibitor,MrgX1 agonist,MrgX1 allo act,TRPC6 act
Cc1sc2ncn(CC(=O)NCCCC(=O)N3CCCCC3)c(=O)c2c1C,i,25,0,i,-0.1,i,i,i,i,i,i
O=C(COc1ccc(-c2nnco2)cc1)N1CCN(S(=O)(=O)c2ccc3ccccc3c2)CC1,i,7,2,i,-0.2,i,i,i,i,i,i
CC(C)(C)C(=O)Nc1nc(-c2ccccc2)ns1,i,0,-11,i,1.1,i,i,i,i,i,i
CC(=O)n1c2c(c3ccccc31)OC(N)=C(C#N)C2c1ccc(C(C)C)cc1 (stereo not drawn),i,12,-2,i,1.9,i,i,i,i,i,i
O=C(Nc1ncccn1)C1CCCCC1,i,6,-1,i,-0.4,i,i,i,i,i,i
Cc1sc2nc(C(C)Sc3n[nH]c(N)n3)[nH]c(=O)c2c1C (stereo not drawn),i,10,-4,i,-0.2,i,i,i,i,i,i
O=C1NC(=Nc2cccc(Cl)c2)SC1Cc1cccc(Cl)c1Cl (stereo not drawn),i,19,-4,i,0.5,i,i,i,i,i,i
O=C(NCc1ccc(F)cc1)C(c1cccnc1)N(C(=O)c1csnn1)c1ccccc1 (stereo not drawn),i,-1,1,i,-0.3,i,i,i,i,i,i
O=C(Cc1ccccc1)N/N=C/c1ccccn1,i,?,-2,i,.,i,i,i,i,i,i
COc1ccccc1C(=O)NCC1CCN(c2ccc(S(=O)(=O)N3CCOCC3)cc2)CC1,i,3,-2,i,1.9,-7.8*,i,-6.9*,i,i,i
CCC(Oc1ccc2c(c1)C(=O)CC(C)(C)O2)C(=O)NCCN1CCCCCC1 (stereo not drawn),i,-6,3,i,-3.7,i,i,i,i,i,i
CC(Oc1ccccc1)C(=O)Nc1nnc(S(=O)(=O)Nc2ccccc2)s1 (stereo not drawn),i,4,0,i,-0.1,i,i,i,i,i,i
CCOC(=O)/C(=C/c1ccc(OC(=O)c2ccncc2)cc1)C(C)=O,i,.,2,i,-0.8,i,7.6*,i,29*,i,i
O=C(CSc1ccc2c(c1)OCCO2)NCCc1ccc(Cl)cc1Cl,i,9,0,i,-0.5,i,i,-5.4*,i,i,i
Cc1ccccc1NS(=O)(=O)c1cc(C(=O)Nc2cccnc2)ccc1C,i,4,-3,i,-1.0,i,i,i,i,i,i
Cn1c(O)c(C=Nc2ccc(N3CCOCC3)cc2)c(=O)n(C)c1=S,i,4,0,.,0.4,i,i,i,.,.,i
CCn1c(/C=C/c2ccccc2[N+](=O)[O-])nc2ccccc2c1=O,i,0,1,i,0.1,i,i,i,i,i,i
COCCN(C(=O)CSc1nnc(Nc2ccc(C)cc2)s1)c1c(N)n(CC(C)C)c(=O)[nH]c1=O,i,5,8,i,0.2,i,i,i,i,i,i
O=c1cc(N2CCCCCC2)[nH]c(=O)n1-c1ccccc1Cl,i,.,-1,i,0.0,i,i,i,i,i,i
O=[N+]([O-])c1ccc(C2=Nc3cc(Cl)ccc3OC2)cc1,i,-6,6,i,4.1,i,i,i,i,i,i
COc1ccc(N2CC(C(=O)N(CC(C)C)c3c(N)n(Cc4ccccc4)c(=O)[nH]c3=O)CC2=O)c(OC)c1 (stereo not drawn),i,0,-1,i,-0.3,i,i,i,i,i,i
Cc1cccc(NC(=O)CCN2C(=O)C3C4CCC(C4)C3C2=O)c1C (stereo not drawn),i,3,-8,i,.,i,i,i,i,i,i
CC(=O)c1coc2ccc(OCC(=O)O)cc12,i,6,15,i,1.3,i,i,i,i,i,i
COc1ccc(C2c3[nH]c4ccccc4c3CCN2C(=O)Cc2nonc2C)c(F)c1 (stereo not drawn),i,-3,5,i,1.5,i,i,i,i,i,i
O=C(O)c1ccc(S(=O)(=O)N2CCOCC2)o1,i,3,2,i,-1.7,i,i,i,i,i,i

# Continued.
SMILES,TRPC4 block,SKKanGAS inh,Platelet DG rel,MrgX1 antagonist,HIF activator,RGS4 pot,RGS4 block,TRPC6 inhibitor,MrgX1 agonist,MrgX1 allo act,TRPC6 act
COc1cc(CN2CCC(n3nccc3NC(=O)C3CCOC3)CC2)ccc1F (stereo not drawn),i,-5,3,i,0.1,i,i,i,i,i,i
Cn1c(=O)c2c(nc(N3CCN(c4ccccn4)CC3)n2Cc2ccccc2Cl)n(C)c1=O,i,-7,-4,i,-0.4,i,i,i,i,i,i
O=C(O)c1ccc(CSCc2c(F)cccc2Cl)o1,i,3,1,i,-0.1,i,i,i,i,i,i
Cc1cc2c(cc1C)C(c1ccsc1)CC(=O)N2 (stereo not drawn),i,0,-3,i,0.1,i,i,i,i,i,i
CC1CCCN(C(=O)c2ccc3nc[nH]c3c2)C1 (stereo not drawn),i,1,-2,i,-0.4,i,i,i,i,i,i
O=C(O)c1cc(-c2ccccc2)on1,i,-7,-11,i,-0.1,i,i,i,i,i,i
COc1ccccc1N1CC(C(=O)OC(C)C(=O)N2CCCc3ccccc32)CC1=O (stereo not drawn),i,0,.,i,-1.1,i,i,i,i,i,i
CCOC(=O)C1(Cc2cccc(OC)c2)CCN(C(C)COC)CC1 (stereo not drawn),i,-12,-3,i,-0.3,i,i,i,i,i,i
CS(=O)(=O)c1ccccc1-c1nnc(NC(=O)Cc2ccccc2)o1,i,2,-1,i,-0.5,i,i,i,i,i,i
CC(C)c1nnc(NC(=O)COc2ccc3ccccc3c2)s1,i,7,3,i,0.0,i,i,i,i,i,i
CC1(C)C2CCC1(CS(=O)(=O)N1CCCc3ccccc31)C(=O)C2 (stereo not drawn),i,0,-6,i,0.1,i,i,i,i,i,i
CCCn1nc2cc(C(=O)NCc3ccccc3OC)ccc2c1OCC,i,-3,0,i,0.0,i,i,i,i,i,i
Cc1cccc(-n2ncc3c(N4CC(C)CC(C)C4)ncnc32)c1 (stereo not drawn),i,3,-3,i,4.1,i,i,i,i,i,i
COc1cc(NC(=O)COc2ccc(F)cc2)nc(OC)n1,i,10,-3,i,-0.4,i,i,i,i,i,i
Cc1ccc(-n2nc(C(=O)O)cc2-c2ccccc2)cc1,i,-2,9,i,-0.6,i,i,i,i,i,i
COc1ccc(Cn2c(=O)[nH]c3cc(C(=O)N4CCN(c5ccc(OC)cc5)CC4)ccc3c2=O)cc1,i,7,0,i,-0.3,i,i,i,i,i,i
CCCCn1c(SCC(=O)NC(C)(C)C)nnc1-c1ccco1,i,0,3,i,-0.3,i,i,i,i,i,i
CC1=NN(C(=O)c2ccccc2Br)C(O)(c2ccc(Cl)cc2)C1 (stereo not drawn),i,-8,-3,i,0.6,i,i,i,i,i,i
C=CCSc1nnc(CNC(=O)c2ccc(Cl)cc2)n1CC,i,-7,-4,i,-0.6,i,i,i,i,i,i
CN(Cc1ccccc1)C1=CC(=[N+]2CCCCC2)CC(C)(C)C1,i,3,-6,i,2.5,i,i,i,i,i,i
Cc1ccc(N(Cc2cc(=O)[nH]c3ccccc23)C(=O)CCl)cc1,i,-7,-1,i,1.6,i,i,i,i,i,i
CCOC(=O)N1CCN(C(=O)C2CCN(S(=O)(=O)c3c(C)cc(C)cc3C)CC2)CC1,i,4,0,i,-0.4,i,i,i,i,i,i
CC(C)CCN1C(=O)c2ccc(C(=O)N3CCCCC3)cc2C1=O,i,-2,-2,i,0.2,i,i,i,i,i,i
Cc1ccc(Cl)c2sc(NC(=O)C3=COCCO3)nc12,i,2,6,i,1.1,i,i,i,i,i,i
CCN(CC)S(=O)(=O)c1ccc(NC(=O)c2cc(C(=O)OC)cc([N+](=O)[O-])c2)cc1,i,0,-17,i,0.0,i,i,i,i,i,i

# Carrying on.
SMILES,TRPC4 block,SKKanGAS inh,Platelet DG rel,MrgX1 antagonist,HIF activator,RGS4 pot,RGS4 block,TRPC6 inhibitor,MrgX1 agonist,MrgX1 allo act,TRPC6 act
Cc1cc(C)c2c(=O)c3c(oc2c1)C(=O)N(CCO)C3c1cccc(O)c1 (stereo not drawn),i,-6,3,i,-0.1,i,i,i,i,i,i
CC(OC(=O)COc1ccccc1[N+](=O)[O-])C(=O)Nc1ccc(N2CCOCC2)cc1 (stereo not drawn),i,1,-2,i,0.8,i,i,i,i,i,i
CCn1c(CNC(=O)c2cc(OC)c(OC)c(OC)c2)cc2cc(C)ccc21,i,18,0,i,-0.7,i,i,i,i,i,i
O=S(=O)(NCc1cccnc1)c1ccc2c(c1)OCCO2,i,5,-3,i,-0.2,i,i,i,i,i,i
CC(C)N(Cc1cnn(C)c1)Cc1nc(-c2ccc(Cl)cc2)no1,i,-2,0,i,-0.4,i,i,i,i,i,i
CC(=O)c1ccccc1NC(=O)Cn1c(=O)cnc2ccccc21,i,-6,-6,i,-0.1,i,i,i,i,i,i
CCOC(=O)Cn1c(=O)c2c(nc(N3CCOCC3)n2C)n(C)c1=O,i,-5,-1,i,-0.7,i,i,i,i,i,i
CCC(=O)Nc1ccc(C(=O)NNC(=O)c2cc(OC)c(OC)c(OC)c2)cc1,i,10,2,i,-0.5,i,i,i,i,i,i
N#C/C(=C(/O)c1cc2ccccc2o1)c1nc2ccccc2s1,i,61*,1,i,0.7,i,i,i,i,i,i
COc1cccc(-n2nc3c(=O)n(Cc4ccccc4Cl)nc(C)c3c2C)c1,i,7,1,i,-0.5,i,i,i,i,i,i
Cc1cc(C(c2ccc(O)cc2)c2cc(C)c(O)cc2C)c(C)cc1O,i,14,6,i,2.3,i,i,i,i,i,i
